Screening data: PubChem BioAssay, several laboratories
NALP1 yeast inh = inhibitors of NALP1 inflammasome in yeast; S. cerevisiae NALP1/ASC/caspase-1 growth, X-gal OD620, 72 h; inhibition, % at 10 µM; 280,000 compounds, 0.61% hits; AID 2071; in the data active means inhibition mostly above about 24%, no sharp cut-off; inactive means mostly below about 32%; further: some compounds called inactive have numbers as strong as hits
GPR7 antag = human neuropeptides B/W receptor 1 antagonism; GPR7-expressing cells, fluorescence antagonist assay; 290,000 compounds, 1.1% hits; inhibition, % at 4.4 µM; in the data active means inhibition above about 16%, passing the limit was not always enough;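 further: cells stimulated with the agonist NPW; 0% = agonist with vehicle and 100% = vehicle without agonist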
Target sequence (P48145 whole entry, looked up): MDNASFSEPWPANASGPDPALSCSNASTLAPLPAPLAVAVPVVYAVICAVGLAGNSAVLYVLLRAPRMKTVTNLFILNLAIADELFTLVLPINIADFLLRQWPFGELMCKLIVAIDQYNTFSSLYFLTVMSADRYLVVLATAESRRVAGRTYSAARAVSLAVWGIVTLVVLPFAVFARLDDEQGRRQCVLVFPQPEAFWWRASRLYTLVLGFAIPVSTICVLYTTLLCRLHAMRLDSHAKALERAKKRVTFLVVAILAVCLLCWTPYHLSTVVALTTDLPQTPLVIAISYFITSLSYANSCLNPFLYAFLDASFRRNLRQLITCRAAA
MEKK2 mut-MEK5 = signal of MEK5 binding to mutant human MEKK2 PB1 domain; bead flow cytometry, Alexa488-MEK5 binding to MEKK2 mutant; percent response, % at 10 µM; 290,000 compounds, 0.35% hits; AID 1530; in the data active means percent response above about 24%, passing the limit was not always enough; further: inactives centre near 1; some results filed as inactive read as strong as hits; reference of the scale not given here
MEKK3 PB1 HTS = MEKK3-MEK5 PB1 interaction, increase or decrease; Q99759; 290,000 compounds, 1.4% hits; bead-based flow cytometry, Alexa488-MEK5 binding to MEKK3; actives lie on both sides; 0 = blocked by unlabeled MEK5, 100 = vehicle; binding response (% of control), % at 10 µM;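 active means binding response more than 3 SD above or below the average of its plate-row segment, actives on both sides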;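 further: Alexa488 bead fluorescence after subtracting the streptavidin-only scavenger bead signal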
GalR3 antagonist = blocks the human galanin receptor 3. O60755. HEK293 GalR3-CNG cAMP membrane potential fluorescence; galR3 body fused to GalR1 C-terminus. inhibition, % at 3 µM. 360,000 compounds, 0.44% hits;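 active means inhibition above the screen-wide average plus 3 SD, cut at about 13% in these data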;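 further: forskolin and galanin both at EC90 stimulate the cells; cAMP rise reported by CNG channel membrane potential dye signal; 0% = forskolin plus galanin with DMSO and 100% = forskolin alone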
V1R ag counter = V1a receptor agonism, counter-screen for OXTR agonists. CHO-V1R cells, Fluo-8 calcium fluorescence, agonist mode; 0% DMSO, 100% 3 nM vasopressin. AID 2797. P37288. activation, % at 3 µM. 320,000 compounds, 0.25% hits;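 active means activation above the mean activation of all tested compounds plus 3 SD, per screening run, cut at about 20% in these data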;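 further: signal is peak over basal fluorescence ratio across a 100 second FLIPR read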
OXTR ag = agonists of human oxytocin receptor; P30559; CHO-OTR cells, Fluo-8 calcium fluorescence; normalized: DMSO 0%, oxytocin 100%; activation, % at 3 µM; 320,000 compounds, 0.32% hits; AID 2435;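 active means activation above the mean of all tested compounds plus 3 SD, cutoff set per screening run, cut at about 20% in these data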;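 further: peak over basal fluorescence ratio from a 100 s FLIPR kinetic read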
Target sequence (P30559 whole entry, looked up): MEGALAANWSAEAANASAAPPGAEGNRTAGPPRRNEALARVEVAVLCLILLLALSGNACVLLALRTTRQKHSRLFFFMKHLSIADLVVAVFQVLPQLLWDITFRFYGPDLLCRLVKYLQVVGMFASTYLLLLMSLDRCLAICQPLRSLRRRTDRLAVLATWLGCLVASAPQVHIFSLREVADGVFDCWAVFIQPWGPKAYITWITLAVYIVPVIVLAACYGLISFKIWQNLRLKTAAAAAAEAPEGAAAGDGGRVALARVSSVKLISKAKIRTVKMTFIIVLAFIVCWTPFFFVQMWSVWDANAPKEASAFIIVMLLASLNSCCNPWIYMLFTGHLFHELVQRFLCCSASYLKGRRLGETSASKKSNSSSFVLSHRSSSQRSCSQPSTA
PHOSPHO1 inh = PHOSPHO1 (human) inhibition; Q8TCT1; recombinant PHOSPHO1, absorbance phosphatase assay; inhibition, % at 13.3 µM; 290,000 compounds, 1.1% hits; AID 1565; in the data active means inhibition above about 60%
Target sequence (Q8TCT1 whole entry, looked up): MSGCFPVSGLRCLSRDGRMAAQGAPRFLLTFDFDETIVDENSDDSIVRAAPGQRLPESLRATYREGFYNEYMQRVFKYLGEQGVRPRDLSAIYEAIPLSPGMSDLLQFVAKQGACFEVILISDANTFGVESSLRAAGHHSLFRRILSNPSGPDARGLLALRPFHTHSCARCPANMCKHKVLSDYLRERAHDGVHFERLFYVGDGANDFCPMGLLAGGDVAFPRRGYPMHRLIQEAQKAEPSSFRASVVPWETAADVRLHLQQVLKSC
MEKK2wt PB1 HTS = raises or lowers MEK5 binding to wildtype human MEKK2 PB1 domain; Q9Y2U5; 290,000 compounds, 1.1% hits; binding response (% of control), % at 10 µM; bead flow cytometry, Alexa488-MEK5 binding to MEKK2 WT; actives lie on both sides; AID 1531; in the data active means binding response below about 67% or above about 130%
Active calls of the source: *; x = no result given.

mol	NALP1 yeast inh	GPR7 antag	MEKK2 mut-MEK5	MEKK3 PB1 HTS	GalR3 antagonist	V1R ag counter	OXTR ag	PHOSPHO1 inh	MEKK2wt PB1 HTS
COc1ccc(Cl)cc1NC(=O)C(C)Sc1n[nH]c(N)n1 (configuration not stated)	-2	-2	15	108	4	-0.1	2.0	14	103
CNC(=O)C1(CC(C)C)C=CCN1C(C)=O (configuration not stated)	24	-4	5	105	-3	1.0	0.5	1	101
CC(Cc1ccccc1)NC(=O)c1cc([N+](=O)[O-])ccc1Cl (configuration not stated)	36*	-14	9	104	-5	-1.0	-2.2	17	96
CCn1c(SCC(=O)Nc2cc(C)on2)nnc1-c1cccnc1	10	-14	1	94	x	-0.6	1.3	11	99
CC(=O)N1CCc2cc(S(=O)(=O)NCCC(=O)Nc3cccc(C)c3)ccc21	1	-4	6	100	-1	-0.4	-1.1	-14	101
CCn1c(SCC(=O)Nc2cccc(OC)c2)nnc1-c1ccc(Cl)cc1	10	-14	3	101	-4	1.3	-0.5	74*	104
COc1cccc(C(=O)Oc2ccc3c(C)cc(=O)oc3c2C(C)=O)c1	25	-2	2	101	-13	-0.7	-1.0	-8	100
CC(C)c1ccc(OCC(=O)N2CCCCCC2)c(Br)c1	2	-16	-1	101	-4	0.2	-1.3	-11	102
NC(=O)c1ccsc1NC(=O)C1CC1	7	x	4	99	0	0.1	-0.8	18	99
O=S(=O)(NCc1cccs1)c1cccc(S(=O)(=O)N2CCCCC2)c1	15	1	4	107	-2	3.7	-0.1	13	102
O=C(NCSc1ccnc(SCNC(=O)c2ccc(F)cc2)n1)c1ccc(F)cc1	2	-5	0	98	-2	0.2	0.5	59	94
O=S(=O)(c1ccc2ccccc2c1)n1cnc2ccccc21	-2	-11	6	103	-5	-0.3	-1.9	9	105
CS(=O)(=O)N1CCCC(C(=O)Nc2ccc(Br)cc2F)C1 (configuration not stated)	7	-2	9	101	-5	0.7	0.0	10	101
CCOC(=O)c1[nH]nc(-c2cc(CC)c(O)cc2O)c1-c1cscn1	3	-4	-3	101	-7	1.1	0.9	-1	101
Cc1ccc(NS(=O)(=O)c2ccc(-n3cccn3)cc2)nc1	15	-8	-2	98	-2	0.6	0.0	18	102
Cc1cccc(C)c1NC(=O)C(c1ccccc1)N1CC(=O)Nc2ccccc21 (configuration not stated)	19	-7	-1	119	1	-0.6	-1.1	-18	104
CSc1n[nH]c(=S)n1N	x	-14	3	108	1	-0.7	0.6	11	110
COc1ccccc1C(=O)Nc1ccc(-c2nnn(CC(=O)N3CCN(C(=O)c4ccco4)CC3)n2)cc1	10	1	-4	99	-4	1.4	1.8	1	91
Cc1nn(CC(=O)N2CCCC2)c(=O)c2cc3cc(F)ccc3n12	7	-1	1	100	3	0.2	-0.8	47	100
O=C(Nc1ccc(F)cc1F)c1cc(-c2ccc3c(c2)OCO3)on1	0	-5	-7	101	-3	0.6	0.6	-6	97
Cc1ccc(-c2ccc(/C=N/NC(=O)CN3CCOCC3)o2)cc1[N+](=O)[O-]	-2	-1	-6	98	-8	0.0	-1.0	12	98
O=C(COc1ccc(Cl)cc1)N1CCN(C(=O)c2cccc(F)c2)CC1	8	-8	-3	100	-2	0.5	1.2	-13	100
O=C(N/N=C/c1ccc(O)cc1O)/C(=C/c1ccccc1)CCO	x	4	17	105	-10	0.9	-0.1	14	109
COc1cc(/C=C(/C#N)C(=O)NC(C)c2ccccc2)cc(OC)c1O (configuration not stated)	19	-10	-1	100	-4	6.7	9.2	13	98
CC(=O)NC(C(=O)OCC(=O)N(c1ccccc1)c1ccccc1)C(C)C (configuration not stated)	x	8	-3	97	6	-0.4	0.2	32	91

More results follow.
mol	NALP1 yeast inh	GPR7 antag	MEKK2 mut-MEK5	MEKK3 PB1 HTS	GalR3 antagonist	V1R ag counter	OXTR ag	PHOSPHO1 inh	MEKK2wt PB1 HTS
CCc1cc(C(=O)NNC(=S)NCC2CCCO2)cs1 (configuration not stated)	8	-11	0	99	-3	0.4	-0.3	-126	100
Cc1cccc(N(C2C=CS(=O)(=O)C2)S(=O)(=O)c2ccccc2)c1 (configuration not stated)	-1	-3	-6	97	-3	0.3	0.1	-8	96
COc1ccc(CNS(=O)(=O)c2c(C(=O)N3CCCCC3)c(C)n(C)c2C)cc1	2	-7	3	100	-7	-0.4	0.3	-8	111
O=C(Nc1cc(C(F)(F)F)ccc1N1CCCCC1)c1ccco1	16	-9	1	102	-2	-0.2	-1.7	-17	102
COc1cc2c(=O)n(CC3CCCO3)c(=O)n(CC(=O)Nc3ccccc3)c2cc1OC (configuration not stated)	9	-6	2	99	1	0.2	-0.8	-6	98
CO/N=C/c1ccc(OC)c(Oc2nc(OC)cc(OC)n2)c1	2	-1	-6	96	-5	-1.7	-2.4	-23	95
FC(F)c1nnc2c(Cl)cc(C(F)(F)F)cn12	-15	-7	-1	102	-8	-1.3	0.1	23	99
COc1ccc(Cc2nnc(NS(=O)(=O)c3ccccc3)s2)cc1	8	-4	-11	101	-3	0.1	0.1	24	95
CC(C)CNC(=S)Nc1ccccc1F	11	-7	0	94	-6	-0.2	-0.4	10	104
Cc1ccc(S(=O)(=O)c2c(N)n(Cc3ccco3)c3nc4ccccc4nc23)cc1C	-30	0	-20	93	-10	5.4	0.8	17	89
O=C(/C=C/c1cccnc1)/C=C/c1cccnc1	-5	16	-10	86	-6	x	x	20	91
CN(C1CCCCC1)S(=O)(=O)c1ccc(NC(=O)C2CCCCC2)cc1	25	-9	3	102	0	1.4	0.6	22	103
CC(C)(CO)CNC(=O)CC1C(=O)NCCN1CC(c1ccccc1)c1ccccc1 (configuration not stated)	4	-11	12	91	-5	0.1	1.1	20	114
Nc1ncnc2c1ncn2C1OC(CO)C(O)C1N (configuration not stated)	4	-8	2	90	-6	1.8	1.4	20	104
CCOC(=O)C1(CCc2ccccc2)CCN(C(=O)CCn2cncn2)CC1	3	-12	12	104	0	0.0	-0.8	10	103
Cc1cc(N2C(=O)C(O)=C(C(=O)c3ccc(C)o3)C2c2ccc([N+](=O)[O-])cc2)no1 (configuration not stated)	10	-1	3	103	-8	-0.3	0.0	45	105
CCOc1ccccc1N/C(=C(/C(Cl)=C(Cl)Cl)[N+](=O)[O-])n1cncn1	4	-4	7	97	-6	0.2	0.0	14	111
COc1cccc(N2CCN(c3ccc4nnc(CCC(=O)Nc5cc(C)ccn5)n4n3)CC2)c1	25	-2	1	99	-7	3.1	0.8	42	99
O=S(=O)(Nc1cccc(-n2cnnn2)c1)c1ccccc1C(F)(F)F	16	-14	0	104	1	7.4	4.0	7	101
Cc1cc(C(=O)Nc2ccc(F)cc2F)on1	6	-1	6	108	-8	-0.3	0.4	35	110
O=C(Nc1ccc(Br)cc1)C1CCN(C(=O)c2ccco2)CC1	12	2	8	105	-8	0.8	0.2	30	104
Cc1ccccc1NC(=O)c1nc[nH]c1C(=O)NCc1ccccc1	20	-12	2	96	-5	-0.2	-1.9	-17	96
CCCCc1ccc(NC=C2C(=O)OC3(CCCCC3)OC2=O)cc1	7	-5	-2	106	-3	-0.1	-0.8	-2	103
O=C(N/N=C/c1c(F)c(F)c(F)c(F)c1F)c1cc(-c2ccccc2)nc2ccccc12	4	-18	7	105	4	0.1	0.3	27	103
CN1CCN(CCC(=O)Nc2ccc(F)c(F)c2)CC1	-6	3	2	100	-3	-0.3	0.2	27	100

One compound at a time, from the list above.
COc1ccc(Cc2nnc(NS(=O)(=O)c3ccccc3)s2)cc1 reads NALP1 yeast inh: 8; GPR7 antag: -4; MEKK2 mut-MEK5: -11; MEKK3 PB1 HTS: 101; GalR3 antagonist: -3; V1R ag counter: 0.1; OXTR ag: 0.1; PHOSPHO1 inh: 24; MEKK2wt PB1 HTS: 95
O=C(Nc1ccc(F)cc1F)c1cc(-c2ccc3c(c2)OCO3)on1 reads NALP1 yeast inh: 0; GPR7 antag: -5; MEKK2 mut-MEK5: -7; MEKK3 PB1 HTS: 101; GalR3 antagonist: -3; V1R ag counter: 0.6; OXTR ag: 0.6; PHOSPHO1 inh: -6; MEKK2wt PB1 HTS: 97

Carrying on.
mol	NALP1 yeast inh	GPR7 antag	MEKK2 mut-MEK5	MEKK3 PB1 HTS	GalR3 antagonist	V1R ag counter	OXTR ag	PHOSPHO1 inh	MEKK2wt PB1 HTS
CCC(C)NC(=O)COCc1cc(-c2ccc3c(c2)OCO3)on1 (configuration not stated)	4	4	5	104	-9	2.3	-0.2	29	102
C#CCN1C(=O)S/C(=C\c2cc3c(cc2OC)OCO3)C1=O	3	-11	14	112	-6	-0.3	0.1	34	110
Cc1c(C#N)c(NC(=O)c2ccccc2)n(Cc2ccccc2)c1C	38	0	0	104	0	-0.8	-1.9	-18	103
CCOC(=O)C1CCCN(S(=O)(=O)c2ccc(OC)c3ccccc23)C1 (configuration not stated)	4	-11	-3	102	-2	0.3	-1.0	-8	100
CCOC(=O)CSc1ncnc2c1c(-c1ccccc1)cn2-c1ccc(OC)cc1	29	-9	23	110	-4	0.8	1.4	-20	118
C[N+](C)(C)CCCCCCC(=O)/C=N/O	19	-8	0	119	-5	-0.2	0.4	2	101
Cc1cccc(C)c1NC(=O)N1CCC(N2CCCCC2)CC1	16	-10	0	100	-3	0.8	1.8	44	104
CCNC(=S)NNC(=O)c1csc2c1CCCC2	-21	-7	4	102	x	-0.6	-0.6	56	103
CCN(Cc1ccccc1)S(=O)(=O)c1csc(C(N)=O)c1	16	-14	2	103	-6	2.4	2.7	15	105
CC(C)N1CCc2c(sc(NC(=O)c3ccc(S(=O)(=O)N4CCOCC4)cc3)c2C#N)C1	x	14	8	105	x	1.4	1.6	34	102
COc1ccc(C(=O)CN2CCN(S(=O)(=O)c3cccc([N+](=O)[O-])c3)CC2)cc1OC	0	-10	0	104	-7	-0.5	-1.0	-1	105
CCOc1cc2[nH]c(=O)n(Cc3ccc(C(=O)NCCOC)cc3)c(=O)c2cc1OCC	25	-4	x	x	3	0.3	0.3	-1	x
COc1cccc(CC2(CO)CCCN(Cc3ccc4c(c3)OCCO4)C2)c1 (configuration not stated)	2	-4	8	102	-5	1.6	1.1	-24	108
Oc1ccc(O)c(Cc2nc3ccccc3[nH]2)c1	10	-11	2	99	-6	-0.7	-0.4	23	100
CC(C)[C@H](NC(=O)c1ccco1)C(=O)OCc1cc(=O)n2c(n1)sc1ccccc12	-2	-13	3	105	-1	2.6	2.4	11	100
CCOc1cc(C(=O)O/N=C(\N)c2ccccn2)cc(OCC)c1OCC	14	-13	4	109	-7	-2.1	-0.6	51	109
Cc1ccc(S(=O)(=O)N2c3ccccc3-c3c(ssc3=S)C2(C)C)cc1	44	-17	-1	97	-2	-0.2	-2.6	-3	95
COC(=O)CCC(NC(=O)OCc1ccccc1)C(=O)NC(CC(C)C)C(=O)OC (configuration not stated)	0	8	0	99	-5	-1.2	-0.5	58	99
O=C(COc1ccc(S(=O)(=O)N2CCCCC2)cc1Cl)N1CCCC1	15	-3	-6	98	-9	0.9	1.6	10	97
CCOc1cc(N2CCOCC2)c(OCC)cc1NC(=O)CN1CCCC(C)C1 (configuration not stated)	23	4	-2	94	-2	-0.9	-2.1	-7	94
NC(=O)C1CCN(C(=O)CCCCCn2c(=O)[nH]c3ccsc3c2=O)CC1	3	-6	0	72	-3	0.8	0.1	-1	83
O=C(CNC(=O)Cc1ccccc1)N=Nc1c(O)[nH]c2ccc(Br)cc12	-9	-18	4	101	-1	0.2	-1.6	7	101
